Pf growth 48h: inhibits P. falciparum growth in the first generation, 48 h; Potency, µM (top dose mostly 28.7 µM), inactives show at the top dose activity change, negative = inhibition, usual class: inhibitors; P. falciparum luciferase growth in erythrocytes, 48 h; AID 504832; 310,000 tested, 5.9% active; also: potency is read from the fitted curve at half-maximal effect; % is scaled to controls: 0 for no effect and ±100 for the full control effect
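Firefly luciferase activity from engineered P. falciparum reports growth; inhibitors lower the luminescent signal. Cultures contained 2% hematocrit erythrocytes at 0.1% final parasitemia.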
Pf growth 96h: P. falciparum growth inhibition at 96 hour, primary screen for plastid delayed-death inhibitors. 320,000 tested, 6.9% active. P. falciparum luciferase reporter growth, 96 h. Potency, µM (top dose mostly 28.7 µM), for inactives: at the top dose activity change, negative = inhibition, usual class: inhibitors; also: potency is read from the fitted curve at half-maximal effect; % is scaled to controls: 0 for no effect and ±100 for the full control effect
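Cell-based qHTS: luciferase-tagged P. falciparum in erythrocytes (2% hematocrit, 0.05% parasitemia final) incubated with compounds for 96 hours, 37 C, 5% CO2; luciferase detection reagent then added and luminescence measured.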
CHX counter: counter-screen for Shiga toxin inhibitors: cycloheximide protein synthesis inhibition; 300,000 tested, 12% active; max response, %; cell reporter, cycloheximide protein synthesis inhibition counterscreen; in the data active = max response mostly above about 13%, no sharp cut-off; inactive = mostly below about 14%; also: read at 38.3 µM for the half of the compounds with a filed dose; 0% is about no effect
Shiga inhibitor: Shiga toxin inhibition; Vero cells, Shiga toxin protein synthesis inhibition reporter; inhibition, % at 38.7 µM; 290,000 tested, 9.2% active; AID 2315; in the data active = inhibition mostly above about 28%, no sharp cut-off; inactive = mostly below about 43%; also: 0% is about no effect
HCV inh: inhibitors of hepatitis C virus infection. Potency, µM (highest dose often 41.8 µM), for inactives: at the highest dose activity change, negative = inhibition, actives largely listed as inhibitors. Huh7.5.1 HCVcc-Cre infection, luciferase reporter, 44 h. 340,000 tested, 3.4% active. AID 651820; also: potency is read from the fitted curve at half-maximal effect; % is scaled to controls: 0 for no effect and ±100 for the full control effect
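Cells (1,000/well) were plated 4 h before compound, then infected with HCVcc-Cre virus (~0.5 moi). After 44 h further culture, infection was read as luciferase luminescence following a 15 min substrate incubation at room temperature.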
LmPK inhibitor: blocks Leishmania mexicana pyruvate kinase activity; Q27686; purified LmPK, Kinase-Glo ATP luminescence, 1 h; Potency, µM (titrated, usually from 57.5 µM), for the others: top-dose activity change, negative = inhibition, usual class: inhibitors; 290,000 tested, 0.37% active; AID 1721; also: potency is read from the fitted curve at half-maximal effect; % is scaled to controls: 0 for no effect and ±100 for the full control effect
Target sequence (Q27686 whole entry, looked up): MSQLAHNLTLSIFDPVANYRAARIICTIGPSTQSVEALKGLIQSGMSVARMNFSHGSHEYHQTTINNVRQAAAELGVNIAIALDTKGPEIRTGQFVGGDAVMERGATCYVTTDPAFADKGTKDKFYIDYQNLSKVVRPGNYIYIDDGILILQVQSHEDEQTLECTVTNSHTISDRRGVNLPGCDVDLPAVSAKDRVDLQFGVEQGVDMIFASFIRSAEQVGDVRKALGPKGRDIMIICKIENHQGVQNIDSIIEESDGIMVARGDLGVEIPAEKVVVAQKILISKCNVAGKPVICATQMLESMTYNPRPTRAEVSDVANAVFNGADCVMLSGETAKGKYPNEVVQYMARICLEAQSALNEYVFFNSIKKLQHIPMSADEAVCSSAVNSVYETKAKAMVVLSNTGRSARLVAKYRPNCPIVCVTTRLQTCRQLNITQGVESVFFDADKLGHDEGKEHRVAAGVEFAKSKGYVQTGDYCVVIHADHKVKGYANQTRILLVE
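Screened at intermediate enzyme activity to detect both inhibitors and activators: LmPK at 0.1 nM, with a 0.5 nM enzyme column as activation reference. PEP 0.5 mM, ADP 0.1 mM; ATP detected by luminescence after 1 h.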
Tb PYK inh: blocks Trypanosoma brucei pyruvate kinase; TbPYK enzyme, Kinase-Glo Plus ATP luminescence, 45 min; 410,000 tested, 0.12% active; Potency, µM (highest dose often 76.8 µM), for the others: at the highest dose activity, negative = inhibition, usual class: inhibitors; AID 624173; also: potency is read from the fitted curve at half-maximal effect; % is scaled to controls: 0 for no effect and ±100 for the full control effect; nearly all actives have a fitted effect of over 50% in size
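Readout: single end-point luminescence (Kinase-Glo Plus, 10 min). Reaction conditions were TbPYK/substrate plus 130 uM ADP, 45 min at RT, pH 7.2 TEA buffer. No-enzyme wells served as controls, and data were normalized before concentration-response fitting.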
The depositor's hits bear a star; ? = inconclusive; . = not tested or not shown; [ ] = dose if it differs, or a comment. Unless noted, calls follow the shape of the dose curve; as a rule, active = well fitted curve in the direction sought with a large enough effect; inconclusive = small, poorly fitted or top-dose-only effect, or another doubt; inactive = no such curve, though single readings can be large; an effect the other way counts as inactive or inconclusive.

SMILES	Pf growth 48h	Pf growth 96h	CHX counter	Shiga inhibitor	HCV inh	LmPK inhibitor	Tb PYK inh
Cc1ccccc1C1c2[nH]c3ccccc3c2CCN1Cc1cccn1-c1ncccn1 (configuration not stated)	?	-10%	-3	17	?	1%	0%
CCOc1ccc(Cl)cc1S(=O)(=O)n1cnc2ccccc21	-9%	14%	-2	-9	10%	-4%	5%
CC1C(=O)Nc2ccc(S(=O)(=O)N3CCc4ccccc4C3)cc2NC1=O (configuration not stated)	-20%	?	28	-6	-30%	-2%	5%
CCn1c2ccccc2c2nnc(SCC(=O)c3c(N)n(C)c(=O)n(C)c3=O)nc21	?	12%	-3	18	?	1%	-3%
CC(C)(C)c1nc2ccc([N+](=O)[O-])cc2[nH]1	21%	89%[activator]	-4	20	-27%	7%	-13%
O=C(Nc1cc(C(F)(F)F)ccc1N1CCOCC1)C1=NN(c2ccccc2)C(=O)CC1	?	?	-3	1	9%	-1%	7%
O=C(Nc1ccc(N2CCN(C(=O)C3CC3)CC2)cc1)c1cccs1	-22%	-5%	15	35	-4%	0%	0%
COc1ccc(-c2nc(-c3ccccn3)nc(N3CCN(C)CC3)c2C#N)cc1	?	?	2	-4	-9%	6%	-5%
Cc1n[nH]c(C)c1CCc1nc2c3ccccc3nc(SCC(=O)Nc3ccccc3F)n2n1	.	?	-2	-17	?	8%	4%
CCOC(=O)CSc1nc2cc(C(F)(F)F)cnc2n1C	0%	12%	0	0	14%	-1%	1%
CN(Cc1cc(-c2ccccc2)on1)C(=O)c1cc(COc2c(F)cccc2F)on1	29%	?	42*	70*	-4%	3%	2%
CC(C)(C)NC(=O)CN(Cc1cccs1)C(=O)CNS(=O)(=O)c1ccc(F)cc1	-1%	-3%	-3	-17	20%	-3%	0%
Cc1ccc(CNC(=O)[C@@H]2CCC(=O)N2Cc2ccco2)cc1	.	-13%	-3	-17	4%	4%	-1%
COc1cc(C(=O)NCCOc2ccccc2)c(Br)c(OC)c1OC	2%	11%	6	-9	-11%	1%	0%
Cc1ccc2c(c1)nnn2C1CCN(S(=O)(=O)c2ccc(C(=O)N(C)C)cc2)CC1	?	-25%	-5	5	?	-5%	-1%
COc1ccc(OC)c(NC(=O)Nc2ccc3c(c2)OCO3)c1	-11%	37%[activator]	15*	56*	-21%	-5%	2%
Cc1ccc(C)c(NC(=O)CN(C)C(=O)c2ccc(-n3cncn3)c([N+](=O)[O-])c2)c1	38%[activator]	20%	.	.	26%	.	0%
CCn1c(N2CCC(Cc3ccccc3)CC2)nc2c1c(=O)[nH]c(=O)n2C	-17%	?	-3	-20	-23%	-2%	-7%
COCc1cc(=O)n2c(-c3ccc(C)cc3)n[nH]c2n1	13%	?	12	-3	4%	-4%	-5%
COc1ccc(NC(=O)C2CCCN2C(=O)NCc2ccccc2)cc1OC (configuration not stated)	13%	?	-2	-2	-7%	0%	1%

The list goes on; it opens with the two that closed the last part.
SMILES	Pf growth 48h	Pf growth 96h	CHX counter	Shiga inhibitor	HCV inh	LmPK inhibitor	Tb PYK inh
COCc1cc(=O)n2c(-c3ccc(C)cc3)n[nH]c2n1	13%	?	12	-3	4%	-4%	-5%
COc1ccc(NC(=O)C2CCCN2C(=O)NCc2ccccc2)cc1OC (configuration not stated)	13%	?	-2	-2	-7%	0%	1%
Cc1ccc(OC(=O)C(F)(F)F)c2c1NCCC2	?	.	1	11	9%	-5%	0%
CC1CCCCN1C(=O)Cn1cc(C=O)c2ccccc21 (configuration not stated)	-4%	13µM*	-6	-14	-1%	-3%	13%
O=C(CN1CCSC1=O)N1CCN(S(=O)(=O)c2ccccc2)CC1	0%	16%	.	.	17%	.	-8%
Cc1ccc(S(=O)(=O)N2CCOC23CCN(C(=O)c2ccccc2Br)CC3)cc1	-26%	-8%	-1	-2	-3%	-2%	4%
O=C(O)c1sccc1SCc1ccc(Cl)cc1Cl	-2%	34%[activator]	-2	-8	-2%	-1%	-2%
O=C1NCCCN1Cc1ccc(F)cc1Cl	1%	?	-2	27	.	4%	4%
COc1ccc(-c2cnnc(N/N=C/c3ccc(-c4ccc([N+](=O)[O-])cc4)o3)n2)cc1	2.9µM*	8%	1	21	-30%	2%	2%
CC(=O)Nc1ccc(NC(=O)C(=O)c2cn(CC(=O)N3CCCCC3)c3ccccc23)cc1	?	?	3	-3	-27%	0%	-4%
CCOc1ccccc1N1C(=O)CC(Sc2n[nH]c(-c3ccccc3)n2)C1=O (configuration not stated)	-20%	-15%	-1	-10	16%	0%	?
O=C(NC(=S)Nc1nc(-c2ccccc2)cs1)c1ccco1	-2%	-1%	3	16	-23%	2%	1%
CC1(C)CC(=O)C(Sc2nnc(-c3ccc(O)cc3)n2CC2CCCO2)C(=O)C1 (configuration not stated)	.	1µM*	-4	-9	15%	-1%	?
Cc1cc(C)n(-c2cc(N3CCOCC3)ncn2)n1	9%	-28%	-2	31*	-5%	1%	2%
COC(=O)c1ccccc1-c1ccc(C=O)o1	41%[activator]	-15%	-3	-8	6%	8%	-1%
CN(Cc1ccccc1F)C(=O)c1ccc(NS(=O)(=O)c2ccc3[nH]c(=O)[nH]c3c2)cc1	3%	-11%	.	.	-4%	.	-6%
CC1CCCCN1CCCNC(=O)c1ccc(N2CCCC2=O)cc1 (configuration not stated)	11%	58%[activator]	-3	-5	5%	1%	8%
Cc1ccc(OCCOC(=O)C2CCN(S(=O)(=O)c3ccc(C)c(C)c3)CC2)cc1	?	12%	.	.	12%	.	9%
O=C(/C=C(\O)c1ccccc1)C(=O)NNC(=O)c1ccccc1	56%[activator]	3%	39*	52*	7%	5%	-9%
Cc1ccc(C)c(NC(=O)CSc2nc3nc(-c4cccs4)cc(C(F)(F)F)c3c(=O)[nH]2)c1	-9%	3%	-3	-5	?	5%	0%
CCCCc1ncc(CN2CCCC(C(=O)c3ccc(SC)cc3)C2)[nH]1 (configuration not stated)	9.3µM*	25%[5.75 µM]	-5	-14	?	3%	4%
CCN(C(=O)COC(=O)c1cccnc1SC)C1CCS(=O)(=O)C1 (configuration not stated)	2%	.	-3	-12	-5%	-11%	-6%
COC(=O)[C@@H](NC(=O)N1CCN(c2cccc(C(F)(F)F)c2)CC1)C(C)C	?	?	-3	-9	10%	3%	4%
O=[As]O[As]=O (configuration not stated)	1.9µM*	1.9µM*	.	.	.	.	2%
CCN(c1ccc(OC)cc1)S(=O)(=O)c1cc(-c2cc(C)no2)ccc1OC	?	?	4	15	?	1%	1%
CCOc1ncccc1C(=O)OCC(=O)c1ccccc1Br	26%	27%	-1	-4	-9%	-17%	1%
Cc1ccccc1C(=O)N1CCN(S(=O)(=O)c2cccs2)CC1	7%	-10%	1	11	21%	1%	-2%
O=C(c1ccc(S(=O)(=O)NCc2ccco2)cc1)N1CCN(c2ccc(F)cc2)CC1	?	?	.	.	-25%	.	0%
Cc1ccc(C)c(NC(=O)C(OC(=O)c2ccc(NC(=O)CC#N)cc2)c2ccccc2)c1 (configuration not stated)	10µM*	?	.	.	-13%	.	-18%
CSCCC(NC(=O)c1ccco1)C(=O)N1CCN(c2ccccc2O)CC1 (configuration not stated)	?	-26%	.	.	-10%	.	-3%
CCN(CC)CCCOc1nc(C)nc2c1oc1ccccc12	10%	.	8	20	-24%	-6%	5%
CCCCN1C(=O)NC(NC(C)=O)(C(F)(F)F)C1=O (configuration not stated)	4%	-11%	1	-4	0%	-5%	0%
CN(C(=O)c1ccc(Br)o1)C1CCCCC1	41%[activator]	?	33*	67*	3%	-3%	1%
Nc1ccc2nc(CCCCc3nc4ccccc4[nH]3)[nH]c2c1	?	?	-3	-5	10%	-1%	6%
O=C1CCC2S/C(=C/Nc3ccc(C(F)(F)F)cc3)C(=O)N12 (configuration not stated)	0%	?	-12	-13	18%	-1%	-16%
COCCNC(=O)COC(=O)CSCc1nc2ccccc2s1	1%	11%	3	37	14%	1%	-2%
O=C(c1cc(-c2ccncc2)nc2ccccc12)N1CCN(c2ccccn2)CC1	-26%	1%	9	-26	-11%	0%	2%
Cc1ccc(-c2nc(-c3ccncc3)no2)cc1C	114%[activator]	-30%	52*	133*	?	-10%	-2%
O=C(COc1ccc2ccccc2c1)NNC(=O)c1ccccc1	38%	37%[activator]	-4	-5	16%	7%	4%
CCOC(=O)N1CCC(n2c(SCC(=O)NCc3ccco3)nc3ccsc3c2=O)CC1	13µM*	?	0	9	?	-2%	2%
COc1cccc(-c2ccc(C#N)c(SCC(=O)NCCc3ccccc3)n2)c1	-1%	?	-5	-18	2%	1%	-2%
CCC(C)[C@H](NC(=O)N1CC(=O)Nc2ccccc21)C(=O)N[C@@H](Cc1c[nH]c2ccccc12)C(=O)O (some centres not stated)	23%	?	-2	16	6%	0%	2%
Cc1occc(=O)c1OC(=O)Nc1ccc(Cl)c(Cl)c1	?	?	-3	-2	?	7%	-6%
COc1ccc(C(=O)N/C(=C/c2cccnc2)C(=O)NCc2ccco2)cc1OC	1%	15%	-4	-16	9%	2%	-5%
CCOc1cc(S(=O)(=O)NCc2ccncc2)ccc1Cl	-41%[5.75 µM]	15%	-3	2	?	-1%	-12%
c1ccc(OCc2noc(CN3CCC(C4CCCCC4)C3)n2)cc1 (configuration not stated)	?	1%	-1	9	-7%	1%	7%
O=C(NCc1ccccc1)C1CCN(S(=O)(=O)N2CCOCC2)CC1	0%	?	1	-15	7%	-5%	7%
N#C/C(=C\c1ccc2c(c1)OCO2)C(=O)NCc1ccco1	9%	24%	1	-13	2%	1%	-4%
Cc1occc1C(=O)NNC(=S)Nc1ccccc1C(F)(F)F	69%[activator]	?	26*	56*	16%	-11%	-10%
COc1ccc(C2C3=C(CC(C)(C)CC3=O)Nc3c2c(=O)[nH]c(=O)n3Cc2ccccc2)cc1 (configuration not stated)	?	.	-2	-3	-3%	2%	-1%
COC(=O)C(/C=N/OCc1ccc([N+](=O)[O-])cc1)NC(=O)c1ccccc1 (configuration not stated)	-4%	.	3	-6	4%	3%	-2%

Sorted by molar mass (descending): some entries from above
SMILES	Pf growth 48h	Pf growth 96h	CHX counter	Shiga inhibitor	HCV inh	LmPK inhibitor	Tb PYK inh
O=C(c1ccc(S(=O)(=O)NCc2ccco2)cc1)N1CCN(c2ccc(F)cc2)CC1	?	?	.	.	-25%	.	0%
COc1cc(C(=O)NCCOc2ccccc2)c(Br)c(OC)c1OC	2%	11%	6	-9	-11%	1%	0%
COc1ccc(C(=O)N/C(=C/c2cccnc2)C(=O)NCc2ccco2)cc1OC	1%	15%	-4	-16	9%	2%	-5%
CCOc1ccccc1N1C(=O)CC(Sc2n[nH]c(-c3ccccc3)n2)C1=O (configuration not stated)	-20%	-15%	-1	-10	16%	0%	?
CC1CCCCN1CCCNC(=O)c1ccc(N2CCCC2=O)cc1 (configuration not stated)	11%	58%[activator]	-3	-5	5%	1%	8%
O=C1CCC2S/C(=C/Nc3ccc(C(F)(F)F)cc3)C(=O)N12 (configuration not stated)	0%	?	-12	-13	18%	-1%	-16%
Cc1ccc(-c2nc(-c3ccncc3)no2)cc1C	114%[activator]	-30%	52*	133*	?	-10%	-2%

An unsorted share of the library. Share with any hit: about 24%.
